# Assay outcomes as filed in PubChem.
# HTR5A ag – HTR5A agonists in luminescence cell assay, primary screen, counter-screen for OPRM1-OPRD1 heterodimer agonist project, full-deck HTS | 5-hydroxytryptamine receptor 5A (Homo sapiens), P47898 | cell-based | activation, % at 9.3 µM | 340,000 tested, 0.61% active; in the data active means activation mostly above about 9.5%, no sharp cut-off; inactive means mostly below about 7.6%;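 further: 0% = cells with vehicle only and 100% = reference agonist; strong numbers were not always called active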
# DAGLB inh – DAGLB lipase inhibitors, primary screen, biochemical, fluorescence, HTS | Diacylglycerol lipase-beta (Homo sapiens), Q8NCG7 | HEK293T DAGLB membrane lysate, EnzChek fluorogenic substrate | inhibition, % at 5.17 µM | 340,000 tested, 0.059% active | AID 504411, 2011; in the data active means inhibition above about 34%;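 further: 0% = enzyme with vehicle and 100% = wells lacking enzyme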
# Target sequence (Q8NCG7 whole entry, looked up): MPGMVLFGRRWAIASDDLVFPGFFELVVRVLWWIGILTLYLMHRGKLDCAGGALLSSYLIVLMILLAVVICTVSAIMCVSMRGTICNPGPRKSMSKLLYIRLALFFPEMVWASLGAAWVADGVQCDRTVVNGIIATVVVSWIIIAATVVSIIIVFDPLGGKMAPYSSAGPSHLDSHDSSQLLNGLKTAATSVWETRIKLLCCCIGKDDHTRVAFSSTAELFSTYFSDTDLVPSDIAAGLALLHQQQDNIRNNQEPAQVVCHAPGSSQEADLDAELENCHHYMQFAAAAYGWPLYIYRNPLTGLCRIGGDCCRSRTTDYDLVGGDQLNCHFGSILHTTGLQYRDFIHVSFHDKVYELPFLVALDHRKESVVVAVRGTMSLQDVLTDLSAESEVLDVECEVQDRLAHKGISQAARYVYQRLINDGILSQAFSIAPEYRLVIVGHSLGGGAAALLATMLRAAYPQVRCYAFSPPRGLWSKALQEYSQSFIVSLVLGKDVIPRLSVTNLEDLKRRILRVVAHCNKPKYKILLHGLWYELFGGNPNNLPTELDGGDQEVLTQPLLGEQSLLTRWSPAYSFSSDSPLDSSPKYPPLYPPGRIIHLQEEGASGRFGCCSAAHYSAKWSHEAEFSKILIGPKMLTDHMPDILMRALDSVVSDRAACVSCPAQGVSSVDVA
# Tat export inh – E. coli Tat export inhibitors, primary screen, MC4100, TorA-mCherry reporter, fluorescence, single point. inhibition, % at 10 µM. 340,000 tested, 0.036% active. AID 488895, 2010;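 active means mean replicate inhibition at least 50% and at least half of replicates individually reaching 50%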;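 further: exported cargo escapes ClpAP degradation while cytoplasmic cargo is degraded and loses fluorescence; 0% = median of neutral control wells and 100% = median of NaSCN control wells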
# Ecoli viability – E. coli V3065 growth inhibition, primary screen, counter-screen for AddAB inhibitor project, absorbance, OD600 | 18 h | 330,000 tested, 0.27% active | AID 449728, 2010 | inhibition, % at 11.9 µM;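 active means inhibition above the campaign's mean inhibition across all tested compounds plus 3 SD, cut at about 9.9% in these data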;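 further: uninfected addAB+ strain grown without phage in ampicillin broth; 0% = DMSO wells and 100% = ciprofloxacin 0.95 µg/ml wells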
# AddAB inh – growth inhibition of E. coli expressing H. pylori AddAB, primary screen, AddAB inhibitor project, absorbance. inhibition, % at 11.9 µM. 330,000 tested, 0.29% active; in the data active means inhibition above about 12%;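 further: 0% = vehicle wells of infected cells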
# SUMO Mot1 rescue – yeast Mot1-301 growth rescue at high temperature, primary screen, SUMOylation pathway inhibitor project, S. cerevisiae, ATP luminescence, 38.5C. S. cerevisiae Mot1-301 growth rescue; percent above DMSO median, 100 means doubled. growth rescue, % at 18.8 µM. 320,000 tested, 1% active. AID 2716, 2010;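 active means every valid replicate shows activation above 250% relative to neutral control wells; inactive means the rest, any valid replicate at or below 250%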;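 further: OY570 slx delta 5 strain wells were the positive control but not used for scaling; some compounds called inactive have numbers as strong as hits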
# HTR5A inv ctr – HTR5A inverse agonists in luminescence cell assay, primary screen, counter-screen for OPRM1-OPRD1 heterodimer inverse agonist project, full-deck HTS | 340,000 tested, 0.083% active | inhibition, % at 9.3 µM | HTR5A cell line, inverse agonism | AID 504634, 2011 | 5-hydroxytryptamine receptor 5A (Homo sapiens), P47898; in the data active means inhibition mostly above about 23%, no sharp cut-off; inactive means mostly below about 18%;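 further: 0% = cells with DMSO and 100% = no-cell wells with DMSO; some compounds called inactive have numbers as strong as hits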
# CDK5 inh – inhibitors of human CDK5/p35 kinase, primary screen, biochemical, single concentration | Cyclin-dependent kinase 5 (Homo sapiens) + Cyclin-dependent kinase 5 activator 1 (Homo … | Recombinant CDK5/p35, ADP-Glo luminescence, 60 min | inhibition, % at 10 µM | 330,000 tested, 0.01% active | AID 488839, 2010;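 active means highest replicate inhibition of at least 50% and at least 75% of replicates reaching 50%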;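 further: plate controls were DMSO neutral control for no effect and GW8510 at 10 µM for full effect; many of its hits are not listed in these tables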
# PKA-R2B act – activators of PKA-R2B holoenzyme, primary screen, biochemical, fluorescence polarization, Cy5-IP20, human | cAMP-dependent protein kinase catalytic subunit beta (Homo sapiens) + cAMP-dependent … | PKA-R2B holoenzyme dissociation; R2B truncated from residue 108, S112A mutant; 0% DMSO only, 100% 113 µM cGMP | activation, % at 11.4 µM | 340,000 tested, 0.079% active | AID 504700, 2011;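 active means activation above a cutoff set at the mean over all compounds plus 3 SD, cut at about 18% in these data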;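 further: higher means more holoenzyme dissociation and a rise in polarization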
# Target sequence (P31323 whole entry, looked up, other chains not shown, the tested form may be a part): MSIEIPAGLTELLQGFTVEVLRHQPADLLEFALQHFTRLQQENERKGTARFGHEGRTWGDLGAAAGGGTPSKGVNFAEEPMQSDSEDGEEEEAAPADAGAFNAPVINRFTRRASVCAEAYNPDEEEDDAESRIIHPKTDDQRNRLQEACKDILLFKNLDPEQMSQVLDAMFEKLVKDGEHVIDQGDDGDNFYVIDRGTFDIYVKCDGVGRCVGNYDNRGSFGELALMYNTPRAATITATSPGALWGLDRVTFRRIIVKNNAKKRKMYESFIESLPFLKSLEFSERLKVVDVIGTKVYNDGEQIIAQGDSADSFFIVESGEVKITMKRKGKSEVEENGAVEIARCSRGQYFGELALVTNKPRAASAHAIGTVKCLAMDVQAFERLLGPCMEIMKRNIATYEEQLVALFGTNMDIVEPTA
# PKA-R1A act – activators of PKA-R1A holoenzyme, primary screen, biochemical, fluorescence polarization, Cy5-IP20, bovine R1A, mouse PKAc | cAMP-dependent protein kinase type I-alpha regulatory subunit (Bos taurus) + … | PKA-R1A dissociation; scaled: DMSO 0%, 113 µM cGMP 100% | activation, % at 11.4 µM | 340,000 tested, 0.083% active;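 active means percent activation above the mean of all tested compounds plus 3 SD, cut at about 19% in these data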;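 further: higher means more PKAc released from R1A so a rise in polarization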
# phage Ecoli inh – growth loss of phage-infected E. coli, primary screen, RecBCD inhibitor project, absorbance, with phage, HTS. inhibition, % at 11.9 µM. 360,000 tested, 0.26% active; in the data active means inhibition above about 11%
# * = called active by the depositor; nt = no result given. This is a random part of the collection; any-hit rate near 2.3%.
SMILES,HTR5A ag,DAGLB inh,Tat export inh,Ecoli viability,AddAB inh,SUMO Mot1 rescue,HTR5A inv ctr,CDK5 inh,PKA-R2B act,PKA-R1A act,phage Ecoli inh
CCCCc1cc(=O)oc2cc(OCC(=O)NC3CCN(Cc4ccccc4)CC3)ccc12,15*,-5,-2,0.4,-0.1,-5,-9,-0.6,6,-4,0.9
COc1cc(/C=N/NC(=O)c2ccccc2O)ccc1OCC(=O)Nc1ccccc1,2,-5,-3,1.2,2.5,-15,18,0.8,7,-5,2.0
CC1(C)CC(=O)C(C=NCCc2ccccn2)=C(O)C1,9,1,-10,0.7,-16,-4,-23,0.7,7,9,2.0
CCCCOC(=O)C1C2C=C[C@]3(CN(C(C)c4ccc(OC)cc4)C(=O)[C@H]13)O2 (stereo not given in full),4,-1,-10,0.5,3.5,-7,-11,0.6,-7,8,3.7
CCCC1CC(C#N)N(N(C)C)C1=C(C#N)C#N (stereo not given),2,1,4,-1.5,0.9,7,0,-0.9,-1,7,-1.2
CC1=C(C(=O)Nc2ccccn2)C(c2cn(C)nc2C)C2=C(CCCC2=O)N1 (stereo not given),7,-2,-7,-0.9,-0.6,-12,18,-0.5,-12,-7,4.0
CCS(=O)(=O)c1ccc(O)c(NC(=O)/C=C/c2ccc(Cl)cc2)c1,1,4,12,4.0,1.0,259,-4,0.0,4,-9,0.6
Cc1cc(C)cc(N(C(=O)c2snc(C(N)=O)c2N)C(C(=O)NCC2CCCO2)c2cccs2)c1 (stereo not given),nt,nt,1,-0.2,-2.6,-10,nt,1.3,nt,nt,2.0
O=C(c1ccco1)N1CCC(c2nc3c(nnn3Cc3c(Cl)cccc3Cl)c(=O)[nH]2)CC1,1,2,3,1.7,1.3,-17,-30,-0.1,-2,-6,0.6
O=C(c1ccc(O)c(Cl)c1)N1CCN(S(=O)(=O)c2ccccc2)CC1,-2,1,-4,-1.6,-1.5,1,-26,-0.3,-11,9,3.9
Cc1cccc(NC(=O)N(Cc2nc3ccccc3c(=O)[nH]2)C2CCCC2)c1,-4,-2,5,1.3,-0.5,1,12,1.4,6,-7,2.2
CC(=O)Nc1ccc(S(=O)(=O)N2CCN(c3ccccn3)CC2)cc1,0,-6,-4,0.3,1.6,6,-10,0.0,-3,1,4.2
C=C(c1ccc(OCCO)cc1)c1ccc(OCCO)cc1,1,-2,0,1.2,2.9,7,2,-0.9,8,-1,2.1
CC(C)N1CCN(CC2COc3ccccc3O2)CC1 (stereo not given),-3,-6,-3,1.6,0.5,18,10,-0.2,-5,2,1.3
Cc1ccc(C)c2nc(N3CCCC3)c(C#N)cc12,-3,-2,-4,-1.1,-0.4,-18,-14,-0.4,-5,-1,5.7
CC1=CCP(=O)(c2ccccc2)C1 (stereo not given),1,0,14,3.4,-0.1,125,-17,-1.8,-1,0,4.3
O=C(CNC(=O)c1ccc(Cl)cc1Cl)NCC(=O)Nc1ccccc1N1CCOCC1,-4,1,0,1.3,0.7,7,-18,-0.6,-1,-1,1.7
Cc1c(NC(=O)C(C)Sc2nccn2C)c(=O)n(-c2ccccc2)n1C (stereo not given),-3,0,-2,-3.1,-0.1,-5,6,1.1,-4,0,-0.6
CC1=NN(Cc2ccccc2)C(=O)C1C(c1ccccc1)C(C#N)C#N (stereo not given),-1,3,1,0.6,0.0,0,4,1.7,-3,-5,4.0
O=C(C(Cc1ccccc1)n1cccc1)N1CCCCC1 (stereo not given),-5,1,-3,1.7,0.3,24,-6,5.8,-8,-8,1.4
Cc1ccc(/C(N)=N/OC(=O)Oc2ccccc2)cc1,2,2,-1,0.4,0.9,323,1,0.7,3,-2,1.4
Nc1nc2ccc(S(=O)(=O)N3CCCCC3)cc2s1,15,-6,-18,1.5,0.6,-15,-39,1.7,-10,-1,0.1
Cc1ccc(CNC(=O)CCCCn2c(=O)[nH]c3ccsc3c2=O)cc1,-1,2,-2,1.1,-0.2,-12,4,2.1,2,0,0.5
N#Cc1c(C(F)(F)F)cc(-c2cccs2)nc1N1CCCCC1,2,-1,-4,-1.2,0.5,3,-12,-1.4,-2,-5,-2.5
Fc1cccc(Cc2noc(CN3CCOCC3)n2)c1,0,0,-7,3.7,4.7,-8,20,-0.6,2,1,2.2

# (more compounds)
SMILES,HTR5A ag,DAGLB inh,Tat export inh,Ecoli viability,AddAB inh,SUMO Mot1 rescue,HTR5A inv ctr,CDK5 inh,PKA-R2B act,PKA-R1A act,phage Ecoli inh
CSc1nc(C)cc(SCC(=O)N/N=C/c2ccccc2)n1,-3,1,-4,2.1,7.0,-4,9,-1.4,4,1,2.2
C=CCNc1nc(-c2ccc(Cl)cc2)cs1,4,-5,8,1.8,5.5,18,-7,-0.9,-10,-1,2.5
CC(NC(=O)CN(C)Cc1nc2ccccc2c(=O)[nH]1)c1ccccc1 (stereo not given),-6,-4,-4,0.4,3.2,-19,15,0.2,7,-8,3.4
COC(=O)Cc1ccc(NC(=S)N2CCCC(CO)C2)cc1 (stereo not given),5,-1,-4,-1.7,0.0,2,-24,-1.1,-1,-6,3.4
COc1ccccc1C(=O)NNC(=O)C(=O)NC1CCCCC1,5,-1,8,-3.6,-1.5,11,-13,-1.4,6,7,-4.3
COCc1cc(C)nc(SCC(=O)Nc2cc(C(F)(F)F)ccc2N2CCOCC2)c1C#N,-4,-7,3,-0.8,-2.4,240,0,-0.2,-6,-2,1.8
Cc1nc2ncnn2c(C)c1CCC(=O)N1CCc2ccccc21,1,2,-5,0.7,0.0,86,-28,0.6,-2,6,4.1
CC1CCN(c2ccc([N+](=O)[O-])cc2C(=O)NCC2CCCO2)CC1 (stereo not given),1,-3,-5,0.3,4.0,-13,-3,0.2,-8,-9,-2.1
COc1cccc(C2C(C(=O)OC(C)C)=C(C)N=c3s/c(=C\c4ccc(C(=O)O)cc4)c(=O)n32)c1 (stereo not given),-6,1,3,2.3,4.8,-11,16,-2.0,2,-3,-0.9
CCCCSc1nc(CCC)cc(=O)[nH]1,1,0,5,-0.8,1.4,7,-2,1.5,-3,-20,0.4
CCOC(=O)C(NC(=O)CC(C)C)(Nc1sc2c(c1C(N)=O)CCCC2)C(F)(F)F (stereo not given),-1,-1,-6,0.0,3.4,3,-18,-0.3,8,6,0.9
COc1ccc(OC)c(CN2CCN(c3ccc(S(=O)(=O)N4CCCC4)cn3)CC2)c1,2,-3,-3,0.5,3.0,180,17,-1.8,16,0,0.8
NC(=O)c1c(NC(=O)c2cccnc2)sc2c1CCCCC2,-1,-2,-4,-2.8,-2.9,-10,-11,1.8,2,3,-0.1
COC(=O)CSCc1nc2ccccc2[nH]c1=O,9,-7,6,1.5,3.7,-11,-26,0.2,-1,3,0.8
Cc1ccc(S(=O)(=O)CC(O)COc2ccc(F)cc2Cl)cc1 (stereo not given),-1,-2,-1,0.0,3.7,-10,29,2.4,-5,-10,2.6
CC(C)(CNC(=O)Cc1ccc(Br)cc1)N1CCOCC1,4,0,2,2.5,2.4,-14,-11,-1.6,-8,-10,-0.6
COCCCNC(=O)Cc1coc2ccc3ccccc3c12,1,-1,-5,-1.3,0.1,-19,-20,0.1,5,-5,0.6
Cc1cccc2sc(N(CCCN(C)C)C(=O)CN3C(=O)c4ccccc4C3=O)nc12,4,0,-3,-1.7,2.8,-9,-12,-1.3,2,-3,-0.5
O=C(O)CSC(C(=O)Nc1ccc(Br)cc1)c1ccc(Cl)cc1 (stereo not given),-3,4,4,0.2,0.4,207,10,0.0,-3,-2,0.9
COc1ccc(C(=O)c2sc3nc(-c4ccc(OC)cc4)ccc3c2N)cc1,3,0,2,0.1,2.3,5,-9,-4.6,-9,-17,4.3
CN(CC(=O)Nc1ccc(Cl)cc1)S(=O)(=O)c1ccc2c(c1)n(C)c(=O)c(=O)n2C,1,1,-6,-1.4,4.0,-1,-4,-1.3,4,-4,-0.1
c1ccc(CCc2nc(-c3cccnc3)no2)cc1,1,-5,9,-3.0,1.9,-16,8,1.2,10,1,2.0
O=C(O)c1cccc(S(=O)(=O)Nc2ccc(Cc3ccncc3)cc2)c1,3,4,3,2.6,0.9,-4,-10,0.6,2,2,0.7
Cc1cc(C)c(NC(=O)c2ccc(CN3CCc4ccccc4C3)cc2)c(C)c1,0,-5,-7,-1.5,0.1,5,-1,0.0,-8,-4,4.2
CC(NC(=S)NC(=O)c1ccccc1)c1ccccc1 (stereo not given),9,-7,6,-3.0,5.2,40,1,2.2,1,-7,3.5

# (list continues)
SMILES,HTR5A ag,DAGLB inh,Tat export inh,Ecoli viability,AddAB inh,SUMO Mot1 rescue,HTR5A inv ctr,CDK5 inh,PKA-R2B act,PKA-R1A act,phage Ecoli inh
Cc1cc(C(=O)NC2CCCCCCC2)ccc1[N+](=O)[O-],3,-2,3,-1.7,-2.8,-9,-14,-0.7,-7,0,2.1
Cc1ccc(S(=O)(=O)N2CCOCC2)cc1C(=O)Nc1ccc(N2CCCCCC2)cc1,-1,5,4,nt,nt,nt,-3,0.4,-6,-7,7.3
CCOC(=O)CCCc1ccc(/C(C)=N/NC(N)=S)cc1,13,0,3,-1.0,-0.2,38,-34,1.5,16,7,2.4
CC(C)CC(=O)N1CCN(Cc2ccc(Cl)cc2)CC1,1,-3,-9,-1.4,0.0,1,-2,-0.3,-4,5,3.8
O=C(COc1ccc(Cl)cc1)Nc1ccc(Cl)cn1,3,-14,4,1.5,0.9,37,-3,-1.4,-8,-4,6.4
CCc1nnc(NS(=O)(=O)c2ccc(NC(=O)c3cccc(OC(F)(F)C(F)F)c3)cc2)s1,0,1,-6,-0.5,1.8,-6,9,-2.3,-7,6,0.5
Cc1cccc2c(CC(=O)O)noc12,0,-1,4,-0.2,5.6,122,0,-1.0,-13,-5,2.5
COc1ccccc1CCc1nnc(CCC(=O)NC(C)Cc2cccs2)o1 (stereo not given),-2,-1,-6,1.0,3.1,-12,21,-2.9,2,-6,3.4
COc1cc2c(c(OC)c1OC)-c1c(cc3c(c1O)OCO3)C[C@@H](C)[C@@H](C)C2,-3,-1,6,-1.4,3.1,-17,7,0.4,-9,-11,2.0
C[C@]12CCC(O)CC1=CCC1C2CC[C@]2(C)/C(=N\NC(N)=S)CCC12 (stereo not given in full),6,0,-11,0.2,1.4,3,-23,-1.3,0,13,0.9
Cc1nn2cnnc2c(C)c1Cc1ccc(Cl)cc1,-2,-3,-4,-0.1,-0.7,152,7,-2.3,1,0,0.4
